AmpC inh detg: AmpC beta-lactamase inhibition with detergent present | P00811 | AmpC hydrolysis of nitrocefin, absorbance 480 nm, 0.01% Triton | actives 0.041% (n = 370,000) | Potency, µM (titrated, usually from 114 µM), for the others: at the top dose activity change, negative = inhibition, actives largely listed as inhibitors;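 note: potency is the fitted concentration of half-maximal effect; 0% = no-compound wells and -100% = no-enzyme wells; nearly all actives have a fitted effect of over 25% in size; some results filed as inactive show a strong effect at the top dose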
Target sequence (P00811 whole entry, looked up): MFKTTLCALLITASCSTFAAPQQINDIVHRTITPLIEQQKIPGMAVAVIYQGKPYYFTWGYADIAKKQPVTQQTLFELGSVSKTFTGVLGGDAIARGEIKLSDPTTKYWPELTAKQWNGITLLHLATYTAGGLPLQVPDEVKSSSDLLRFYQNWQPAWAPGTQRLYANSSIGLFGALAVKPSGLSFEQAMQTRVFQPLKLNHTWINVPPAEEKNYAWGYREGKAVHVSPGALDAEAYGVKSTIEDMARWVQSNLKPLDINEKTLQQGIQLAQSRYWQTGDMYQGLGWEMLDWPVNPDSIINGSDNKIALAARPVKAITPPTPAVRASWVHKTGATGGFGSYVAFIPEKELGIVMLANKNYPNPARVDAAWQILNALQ
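20 mM phosphate pH 7.0 + 0.01% (detergent screen) or 0.0001% Triton X-100; 5.3 nM AmpC reagent; cpd preinc 15 min RT; nitrocefin (800 uM stock) to start; A480 q20 s × 4 min; Activity was normalised to no-enzyme and no-compound control wells.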
LmPK inh: blocks Leishmania mexicana pyruvate kinase activity; actives 0.37% (n = 290,000); purified LmPK, Kinase-Glo ATP luminescence, 1 h; AID 1721; Potency, µM (series often up to 57.5 µM), without a hit: at the highest dose activity change, negative = inhibition, most hits filed as inhibitors; Q27686; note: potency is the fitted concentration of half-maximal effect
Target sequence (Q27686 whole entry, looked up): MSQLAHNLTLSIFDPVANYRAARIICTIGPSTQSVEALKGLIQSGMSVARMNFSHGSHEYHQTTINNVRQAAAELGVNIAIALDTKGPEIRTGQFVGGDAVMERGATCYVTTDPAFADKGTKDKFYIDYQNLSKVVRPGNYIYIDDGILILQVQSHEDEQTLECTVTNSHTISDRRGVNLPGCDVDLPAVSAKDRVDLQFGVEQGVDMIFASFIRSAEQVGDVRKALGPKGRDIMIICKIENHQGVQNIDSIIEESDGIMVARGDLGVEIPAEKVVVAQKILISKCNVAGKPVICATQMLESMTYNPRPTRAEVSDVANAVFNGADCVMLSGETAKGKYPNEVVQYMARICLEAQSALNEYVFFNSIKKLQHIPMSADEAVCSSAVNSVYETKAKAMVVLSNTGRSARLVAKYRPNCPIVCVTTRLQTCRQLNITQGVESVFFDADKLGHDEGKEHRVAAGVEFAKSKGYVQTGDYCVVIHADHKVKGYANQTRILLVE
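In 50 mM imidazole pH 7.2 with 7 mM MgCl2, LmPK (0.1 nM) turned over PEP (0.5 mM) and ADP (0.1 mM) for 1 h at room temperature. Luciferase read-out of ATP.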
Tb PYK inh: T. brucei pyruvate kinase inhibition | Q57TT1 | TbPYK enzyme, Kinase-Glo Plus ATP luminescence, 45 min | Potency, µM (doses to about 76.8 µM), for inactives: at the highest dose activity, negative = inhibition, hits mostly inhibitors | actives 0.12% (n = 410,000) | AID 624173; note: potency is the fitted concentration of half-maximal effect; nearly all actives have a fitted effect of over 50% in size
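Quantitative HTS: titrated library compounds versus trypanosomal pyruvate kinase in TEA buffer (pH 7.2) containing KCl, MgCl2, BSA and Tween-20. Reactions were initiated with ADP, 130 uM final. Kinase-Glo Plus luminescence was read after 45 min at RT.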
AmpC inh no detg: blocks E. coli AmpC beta-lactamase in detergent-free assay; AmpC nitrocefin hydrolysis, absorbance 480 nm, 0.0001% Triton; actives 0.52% (n = 330,000); AID 485341; Potency, µM (top dose mostly 57.1 µM), inactives show at the top dose activity change, negative = inhibition, hits mostly inhibitors;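 note: potency is the fitted concentration of half-maximal effect; plate controls were no compound for no effect and no enzyme for full effect; nearly all actives have a fitted effect of over 20% in size; some results filed as inactive show a strong effect at the top dose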
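AmpC (5.3 nM in the dispensed reagent) in 20 mM phosphate pH 7.0 with 0.01% (detergent screen) or 0.0001% Triton X-100 was preincubated with compounds for 15 min at room temperature. Nitrocefin was then added from an 800 uM solution, and hydrolysis was followed at 480 nm.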
HCMV antiviral: blocks human cytomegalovirus replication | HFF cells, HCMV-luciferase reporter, 72 h; hits give low values | actives 4.5% (n = 410,000) | activity change, negative = inhibition, % at 57.5 µM | AID 1259415; in the data active = activity change below about -60%; inconclusive = no clear call, values can overlap the other calls; inactive = above about -39%
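Two compound doses tested in HFFs infected with HCMV-luciferase, MOI 1 PFU/cell, 72 h at 37C. Lysate luminescence read with OneGlo; data normalized against buffer-only and 10uM Salinomycin inhibitor controls.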
AMA1 RON2 block: disrupts binding of P. falciparum AMA1 to RON2. AlphaScreen AMA1-biotinylated RON2 peptide binding. Potency, µM (doses to about 58.2 µM), without a hit: at the top dose activity change, negative = inhibition, hits mostly inhibitors. actives 0.2% (n = 360,000). AID 720542;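 note: potency is the fitted concentration of half-maximal effect; 0% = vehicle wells and -100% = peptide control; nearly all actives have a fitted effect of over 45% in size; some results filed as inactive show a strong effect at the top dose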
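AMA1 (3D7) with his tag at 25 nM final met compounds first, then biotinylated RON2 peptide at 25 nM; detection used donor plus acceptor beads, 10 µg/mL apiece, read by AlphaScreen after 30 min at room temperature.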
Sm TGR block: blocks Schistosoma mansoni thioredoxin glutathione reductase. AID 485364. Q962Y6. Potency, µM (titrated, usually from 114 µM), without a hit: at the top dose activity change, negative = inhibition, usual class: inhibitors. actives 3% (n = 360,000). purified TGR, DTNB reduction, TNB absorbance 405 nm; note: potency is the fitted concentration of half-maximal effect; nearly all actives have a fitted effect of over 60% in size
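First, TGR (20 nM dispensed) and NADPH were mixed with compound. Second, a 15 min room-temperature incubation followed. Third, further NADPH and then DTNB were added to start the reaction. Finally, TNB absorbance was monitored kinetically.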
* hit, by the source's call; u = inconclusive; x = no result given; [ ] = dose if it differs, or a comment. Unless noted, calls come from the whole dose curve; as a rule, active = well fitted curve in the direction sought with a large enough effect; inconclusive = small, poorly fitted or top-dose-only effect, or another doubt; inactive = no such curve, though single readings can be large; an effect the other way counts as inactive or inconclusive. Unless noted, % is set by controls: 0 for no effect and ±100 for the full control effect. Outcome played no part in choosing rows; overall some 7.4% were active at least once.

Structure,AmpC inh detg,LmPK inh,Tb PYK inh,AmpC inh no detg,HCMV antiviral,AMA1 RON2 block,Sm TGR block
COCCCN1CC(=O)N2C(c3ccccc3)c3[nH]c4ccccc4c3C[C@H]2C1=O (stereo not given in full),-12.6%,2.5%,6.5%,57.7%,145.6,-9.1%,-5.7%
CN(C(=O)COC(=O)CSc1ccccc1)c1c(N)n(Cc2ccccc2)c(=O)[nH]c1=O,x,x,-9.8%,x,-27.4,-5.4%,x
CC(C)(C)c1ccc(S(=O)(=O)NC(=O)C2(C)CCN2C(=O)Cc2cccs2)cc1 (stereo not given),x,x,-1.7%,x,-11.6,-0.2%,x
COC(=O)c1cc(NS(=O)(=O)c2ccc(N3CCOCC3)c([N+](=O)[O-])c2)cc(C(=O)OC)c1,0.7%,-1.5%,-4.3%,-56.2%,-22.7,-1.9%,1.2%
CC(=O)Nc1cccc(NC=C(C#N)C#N)c1,-2.6%,-0.6%,-0.6%,-18.8%,-10.0,-3.2%,4.7%
c1ccc(-c2nccnc2-c2ccccc2)cc1,5.8%,0.0%,0.2%,-26.6%,30.9,-22.4%,2.7%
COc1ccc(N(C(C)=O)c2nc(C)cc(C)c2C#N)c(OC)c1,-6.5%,2.0%,0.2%,1.1%,44.5,4.2%,x
Cc1noc2ncnc(NCCc3ccccc3)c12,-1.0%,x,0.0%,x,u,x,2.9%
CC(=O)c1ccc(OCC(O)CN2C(C)(C)CC(O)CC2(C)C)cc1 (stereo not given),u,12.9%,2.5%,-14.4%,9.2,-1.2%,-28.0%
O=C(C[C@@H]1C/C=C/CC[C@H](Cc2ccc(F)cc2)C(=O)OCCNC1=O)N[C@H](CO)Cc1ccccc1,x,x,-2.5%,275.4%[activator],-16.6,-9.9%,x
O=C(CSCc1ccc(C(=O)O)cc1)Nc1ccccc1,4.3%,-6.8%,-4.1%,-3.4%,-3.3,-9.3%,0.0%
COc1ccccc1N(CC(=O)NC(C)(C)C)C(=O)CCC(=O)Nc1ccccn1,1.9%,-3.8%,-14.9%,-3.0%,-6.6,0.1%,-16.9%
CCOc1ccc(C(=O)NC(=S)Nc2ccccc2N2CCC(C)CC2)cc1[N+](=O)[O-],u,12.1%,10.1%,-33.4%,-96.8*,-0.5%,8.0%
CCN(C(=O)CSc1nc2ccccc2n1C)C1CCS(=O)(=O)C1 (stereo not given),-0.4%,x,0.0%,-2.8%,7.9,-3.5%,-31.1%
CCOC(=O)/C(Sc1nc(-c2ccccc2)cc(-c2ccccc2)c1C#N)=C(\C)O,0.2%,-1.0%,1.1%,-32.5%,22.8,17.3%,6.2%
CCc1cccc(NC(=O)Cn2cc(C=O)c3ccccc32)c1,-5.7%,-0.5%,-0.5%,-44.1%,-19.2,-3.6%,-3.7%
Cc1cc(C)cc(NC(=O)CCn2c(=O)c3cccn3c3ccccc32)c1,-3.0%,-1.2%,3.1%,-51.2%,-14.1,-0.7%,5.0%
O=C(CSc1ccccn1)N/N=C/C=C/c1ccccc1,-2.8%,8.6%,2.1%,-24.7%,-10.3,29.9%,-1.8%
Cc1cc(C)cc(-n2ccnc2SCC(=O)Nc2nc3ccc(C)cc3s2)c1,-4.7%,x,-2.4%,x,8.9,x,-1.3%
CCOC(=O)c1nnn(-c2nonc2N)c1CNc1ccc(C)c(Br)c1,-5.6%,-12.3%,2.0%,-5.1%,-2.5,-22.8%,-6.3%
CCC1CCCCN1CCCNC(=O)Cn1cnc2sc(C)c(S(=O)(=O)N3CCC(C)CC3)c2c1=O (stereo not given),3.1%,-6.7%,-6.7%,-11.1%,-0.8,-3.6%,-14.9%
CCCCC1CCCOC(C(=O)NCCNCCO)(C(F)(F)F)C1 (stereo not given),x,x,-2.4%,x,-0.5,14.5%,x
c1cnc2c(-c3ccc4nccn4c3)cccc2c1,x,x,0.2%,x,21.8,-5.3%,x
COc1ccc(/C=N\NC(=O)c2ccccc2[N+](=O)[O-])cc1COc1c(F)c(F)c(F)c(F)c1F,u,-0.3%,-3.6%,-31.0%,-9.9,-7.1%,4.6%
C#CCOCCOCCOCCNc1nc(N2CCN(C(=O)CCCCCCCCCCNC(=O)[C@H](CCCCN)n3cc(CCCC(=O)O)nn3)CC2)nc(N2CCN(C(=O)CCCCCCCCCCNC(=O)[C@H](CCCCN)n3cc(CCCC(=O)O)nn3)CC2)n1,-12.0%,x,-2.6%,173.9%[activator],x,-3.4%,u
CCCCn1c(N)c(N(Cc2ccccc2OC)C(=O)COc2cc(C)ccc2Cl)c(=O)[nH]c1=O,-15.4%,x,4.8%,-34.1%,-23.0,-11.1%,1.2%
CN(C(=S)NC(=O)C12CC3CC(CC(C3)C1)C2)c1ccc(O)cc1,x,x,-7.0%,-57.4%,-61.0*,5.5%,x
Cc1ccc2cccc(SCC(=O)NCC#N)c2n1,u,-3.7%,2.2%,-1.0%,-39.5,-2.8%,-17.8%
CCc1ccc(NC(=O)C(=O)N/N=C(\C)CC(=O)Nc2ccccn2)cc1,0.3%,4.7%,-10.5%,-12.4%,-34.4,103.8%[activator],0.1%
Cc1ccc2c(CC(=O)Nc3c(C)n(C)n(-c4ccccc4)c3=O)coc2c1,6.5%,13.3%,-2.4%,-17.2%,u,-17.0%,-11.0%
COc1ccc(CCNC(=O)CSC2=NS(=O)(=O)c3cc(F)ccc3N2)cc1OC,x,x,0.0%,x,-7.4,-10.4%,x
COC(CNC(=O)c1ccc2c(c1)ncn2-c1cccc(C)c1)OC,u,0.5%,2.1%,-1.0%,-2.3,12.1%,0.0%
COc1cccc(/C=C/c2nc(C#N)c(NCC(C)C)o2)c1,4.3%,-1.4%,-12.2%,-24.0%,-12.8,0.0%,-32.3%
CCc1ccc2oc(C(=O)Nc3cc(Cl)ccc3OC)cc(=O)c2c1,1.6%,x,1.5%,x,8.4,x,0.9%
Cc1c2cnn(CC(=O)NCc3ccc(F)cc3)c(=O)c2c(C)n1Cc1ccccc1Cl,16.4%,x,-7.2%,x,-23.5,x,-1.8%
CCCNC(=O)c1c(CSc2ccc(Cl)cc2)noc1C(=O)NCc1ccccc1,x,x,-1.0%,x,-3.1,45.1%[activator],x
O=C(NC(=S)NC1CCSC1=O)c1ccccc1 (stereo not given),u,0.9%,2.1%,-18.7%,6.8,103.0%[activator],-23.2%
COc1cccc(OC)c1OCCCCN1CCCCC1,-3.3%,-0.4%,9.0%,28.0%,28.0,u,-14.4%
O=C1COc2ccc(S(=O)(=O)N3CCN(c4ccccc4)CC3)cc2N1,-4.2%,-12.1%,-7.5%,-15.2%,-17.9,-11.0%,-5.9%
CCc1ccc(NC(=O)CN(c2ccc(C)cc2)S(=O)(=O)c2cccs2)cc1,2.0%,x,0.5%,x,-20.1,x,-0.8%
COC(=O)c1ccccc1NC(=O)Cn1nc(C)c2nn(-c3ccc(Cl)cc3)c(C)c2c1=O,4.7%,x,-0.7%,x,26.0,x,11.0%
Cc1cc(NC(=O)CCCN2C(=O)c3cccnc3C2=O)no1,-10.1%,1.8%,u,-12.7%,-10.8,-0.8%,0.0%
N/C(=N\OC(=O)COc1ccccc1Cl)c1ccc(Cl)cc1,0.3%,5.9%,-0.8%,-16.6%,-7.0,111.3%[activator],4.4%
CC(Sc1nnc(COc2ccc(Cl)cc2)n1Cc1ccccc1)C(=O)O (stereo not given),-5.8%,0.7%,-9.9%,-4.3%,-30.7,17.2%,-15.1%
Cc1nn(C(C)C(=O)N2CCN(c3ccc(F)cc3)CC2)c(=O)c2c1sc1ccccc12 (stereo not given),-0.1%,x,-4.3%,x,11.2,x,0.2%
O=C(NCc1ccncc1)C1CCN(S(=O)(=O)Cc2ccccc2)CC1,-0.7%,-2.7%,0.0%,-18.8%,26.3,0.0%,7.7%
COc1ccc(CCC(=O)Nc2ccc(S(=O)(=O)Nc3nccc(C)n3)cc2)cc1,0.2%,0.6%,-9.7%,-33.1%,-6.1,4.9%,2.8%
CN(CC(=O)Nc1ccccc1C(F)(F)F)C(=O)Cc1ccc(S(=O)(=O)N2CCOCC2)s1,-0.4%,x,-4.3%,-2.0%,-29.0,1.1%,-1.5%
Cc1ccc(-c2noc(CCC(=O)NCc3ccccc3CN3CCOCC3)n2)cc1,0.0%,x,-5.8%,202.8%[activator],-14.0,7.6%,u
Cc1ccc(CSc2nc3ccccc3c(=O)[nH]2)cc1,5.7%,-0.6%,0.6%,-21.9%,47.1,-13.1%,9.0%

(more compounds)
Structure,AmpC inh detg,LmPK inh,Tb PYK inh,AmpC inh no detg,HCMV antiviral,AMA1 RON2 block,Sm TGR block
C=C(Cl)COc1cc(C)cc2oc(=O)cc(CC)c12,0.9%,3.1%,0.9%,-20.9%,6.6,1.9%,3.6%
O=C(C[n+]1cccc2ccccc21)c1ccc(Br)cc1,u,-3.3%,10.7%,-22.5%,101.6,12.7%,16.7%
CCCN(CCC)CCCNC(=O)C1CCN(c2nc3ccc(CC)cc3s2)CC1,-2.1%,x,5.0%,x,-100.9*,x,-6.8%
C=CCn1c(SCC(=O)Nc2cc(C)on2)nc2sc(CC)cc2c1=O,-9.7%,0.6%,3.6%,-19.6%,8.8,-7.4%,3.9%
CCc1ccc(NC(=O)CCC(=O)Nc2nnc(C(F)(F)F)s2)cc1,1.5%,4.2%,2.6%,-11.4%,7.5,10.6%,0.4%
Cc1nc(N2CCN(Cc3ccc4c(c3)OCO4)CC2)c2oc3ccccc3c2n1,x,x,-1.7%,x,-29.9,u,x
COc1cccc2sc(N(Cc3cccnc3)C(=O)C3COc4ccccc4O3)nc12 (stereo not given),-11.5%,x,4.1%[15.4 µM],x,0.0,x,-4.2%

Grouped by structure, the entries above with a tert-butyl group.
Structure,AmpC inh detg,LmPK inh,Tb PYK inh,AmpC inh no detg,HCMV antiviral,AMA1 RON2 block,Sm TGR block
CC(C)(C)c1ccc(S(=O)(=O)NC(=O)C2(C)CCN2C(=O)Cc2cccs2)cc1 (stereo not given),x,x,-1.7%,x,-11.6,-0.2%,x
COc1ccccc1N(CC(=O)NC(C)(C)C)C(=O)CCC(=O)Nc1ccccn1,1.9%,-3.8%,-14.9%,-3.0%,-6.6,0.1%,-16.9%
